Screens (PubChem BioAssay)
TRAIL sens C8 = caspase-8 TRAIL sensitization | AID 624354 | 360,000 tested, 1% active | inhibition (viability loss, TRAIL sensitization), % at 10 µM | NB7+C8 cells + TRAIL, ATPlite viability luminescence;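 active = compounds causing at least 50% loss of cell viability in the single-dose screen, relative to plate controls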
COUP-TFII inh = blocks human COUP-TFII nuclear receptor; inhibition, % at 8.6 µM; 370,000 tested, 0.7% active; AID 686940; HEK293T NGFI-A luciferase reporter, luminescence;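 active = inhibition above a per-plate cutoff, mean inhibition of test wells between control levels plus 3 SD, cut at about 38% in these data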;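 also: cells cotransfected with COUP-TFII expression vector driving the NGFI-A reporter; 0% = median of COUP-TF2 test wells and 100% = reporter-only cells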
NOD2 RIPK2 PPI = blocks binding of human NOD2 to RIPK2; O43353; CHO BLA complementation NOD2-RIPK2, CCF4 ratio; inhibition, % at 4.98 µM; 360,000 tested, 0.38% active; AID 624267; in the data active = inhibition above about 21%;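 also: 0% = vehicle only and 100% = reference blocker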
TROY NFkB inh = blocks TROY-dependent signaling in reporter cells. inhibition, % at 10 µM. Q293 LMP1-TROYcd NF-kB luciferase reporter, 4 h. 360,000 tested, 0.98% active;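 active = compounds whose plate-normalised and pattern-corrected inhibition of the luciferase reporter signal at the single screening dose is 50% or more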
TLR9-MyD88 block = blocks human TLR9 binding to MyD88; Q9NR96+Q99836; CHO BLA complementation TLR9-MyD88, CCF4 FRET ratio; inhibition, % at 4.98 µM; 340,000 tested, 0.21% active; AID 504734;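 active = inhibition above the mean over all tested compounds plus 3 SD, cut at about 21% in these data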;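 also: 0% = DMSO only wells and 100% = clavulanate BLA inhibitor control wells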
Vif imaging = inhibitors of HIV Vif | HEK293T cells, Vif self-association by quenched fluorescence, imaging, 24 h | inhibition, % at 7.49 µM | 340,000 tested, 0.35% active; in the data active = inhibition above about 50%, passing the limit was not always enough; also: some results filed as inactive read as strong as hits
NCOA3 inh = inhibitors of human steroid receptor coactivator 3 (SRC3); Q9Y6Q9; AID 588352; HEK293 GAL4-SRC3 luciferase reporter, luminescence; 360,000 tested, 0.17% active; inhibition, % at 3.6 µM;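 active = inhibition above a per-campaign cutoff, the mean of all compounds plus 3 SD, cut at about 60% in these data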;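 also: 0% = DMSO-treated cells and 100% = gossypol-treated cells at 36 µM; higher means less SRC3-driven luciferase light from the GAL4 reporter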
LMP1 NFkB inh = Epstein-Barr LMP1 NF-kappaB reporter inhibition; AID 504558; inhibition, % at 12.5 µM; LMP1-induced NF-kappaB luciferase reporter cells, luminescence; 350,000 tested, 0.69% active; in the data active = inhibition above about 41%;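 also: 0% = neutral control wells and 100% = reference inhibitor control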
NR5A2 inv ag = inverse agonists of human LRH-1 (NR5A2) | HEK293T StAR-luciferase reporter, LRH-1 transfected, 24 h | inhibition, % at 3.6 µM | 360,000 tested, 0.13% active;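 active = inhibition above the mean inhibition of all tested compounds plus 3 SD, cut at about 73% in these data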;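 also: 0% = DMSO wells and 100% = reporter-only cells lacking LRH-1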
NCOA2 inhibitor = human SRC2 (NCOA2) inhibition; 370,000 tested, 0.17% active; HEK293 GAL4-SRC2 luciferase reporter, luminescence; Q15596; inhibition, % at 9 µM;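 active = inhibition above the mean inhibition of all tested compounds plus 3 SD, set per campaign, cut at about 52% in these data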;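 also: 0% = DMSO treated cells and 100% = cells given Gossypol at 36 µM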
SRC1 inh = inhibitors of human steroid receptor coactivator 1 (SRC1) | Q15788 | HEK293 GAL4-SRC1 luciferase reporter, luminescence | inhibition, % at 3.6 µM | 360,000 tested, 0.12% active;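 active = inhibition above the campaign mean plus 3 SD, with each screening campaign given its own cutoff, cut at about 60% in these data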;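 also: 0% = DMSO treated cells and 100% = gossypol at 36 µM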
Target sequence (Q15788 whole entry, looked up, the tested form may be a part): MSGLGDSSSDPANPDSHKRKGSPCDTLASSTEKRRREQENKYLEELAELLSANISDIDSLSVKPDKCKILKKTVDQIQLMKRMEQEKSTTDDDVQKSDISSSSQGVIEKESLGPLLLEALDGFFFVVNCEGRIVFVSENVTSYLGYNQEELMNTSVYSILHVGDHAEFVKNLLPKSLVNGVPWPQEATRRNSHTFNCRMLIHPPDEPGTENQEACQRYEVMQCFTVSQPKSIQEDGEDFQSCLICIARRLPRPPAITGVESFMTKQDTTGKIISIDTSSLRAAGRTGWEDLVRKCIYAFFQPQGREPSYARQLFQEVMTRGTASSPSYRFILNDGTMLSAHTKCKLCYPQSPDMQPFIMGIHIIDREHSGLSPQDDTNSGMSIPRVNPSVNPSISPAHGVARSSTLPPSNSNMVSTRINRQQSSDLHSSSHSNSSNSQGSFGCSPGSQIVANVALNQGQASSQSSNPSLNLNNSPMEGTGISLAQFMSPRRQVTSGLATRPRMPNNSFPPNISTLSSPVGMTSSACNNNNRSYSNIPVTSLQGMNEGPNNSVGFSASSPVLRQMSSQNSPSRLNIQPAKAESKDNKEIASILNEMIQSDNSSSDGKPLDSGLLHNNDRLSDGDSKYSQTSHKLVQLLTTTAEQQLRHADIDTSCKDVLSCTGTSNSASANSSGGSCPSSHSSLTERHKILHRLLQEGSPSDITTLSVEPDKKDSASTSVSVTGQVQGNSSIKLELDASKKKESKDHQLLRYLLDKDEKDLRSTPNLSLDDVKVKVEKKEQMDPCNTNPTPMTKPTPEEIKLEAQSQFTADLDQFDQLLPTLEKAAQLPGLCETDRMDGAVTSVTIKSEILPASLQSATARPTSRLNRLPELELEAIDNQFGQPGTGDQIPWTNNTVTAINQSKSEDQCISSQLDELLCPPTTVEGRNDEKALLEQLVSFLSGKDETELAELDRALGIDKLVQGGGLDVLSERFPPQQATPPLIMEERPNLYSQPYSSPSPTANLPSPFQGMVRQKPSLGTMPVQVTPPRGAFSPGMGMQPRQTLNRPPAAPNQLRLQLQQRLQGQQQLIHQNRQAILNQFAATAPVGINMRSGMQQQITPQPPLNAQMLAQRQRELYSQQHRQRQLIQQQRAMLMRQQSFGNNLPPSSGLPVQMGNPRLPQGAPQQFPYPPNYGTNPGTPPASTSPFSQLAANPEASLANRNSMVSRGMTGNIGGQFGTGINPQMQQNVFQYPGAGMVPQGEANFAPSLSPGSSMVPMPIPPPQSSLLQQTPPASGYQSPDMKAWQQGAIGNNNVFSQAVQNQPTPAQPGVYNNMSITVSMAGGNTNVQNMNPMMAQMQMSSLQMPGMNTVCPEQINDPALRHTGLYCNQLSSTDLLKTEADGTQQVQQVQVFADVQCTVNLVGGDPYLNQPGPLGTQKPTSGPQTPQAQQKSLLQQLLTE
An asterisk follows results filed as active; · = no result given.

SMILES	TRAIL sens C8	COUP-TFII inh	NOD2 RIPK2 PPI	TROY NFkB inh	TLR9-MyD88 block	Vif imaging	NCOA3 inh	LMP1 NFkB inh	NR5A2 inv ag	NCOA2 inhibitor	SRC1 inh
COc1ccc(C2CC(=O)n3c(nc4ccccc43)S2)cc1OC (stereo not drawn)	12	5	-6	-5	-8	-10	5	7	-7	-30	-20
Cc1cccc2nc(CSc3nc4ccccc4o3)cn12	-6	5	-7	-25	0	1	-12	-14	-38	-22	-48
O=C(COC(=O)[C@@H]1CCCN1C(=O)c1cccs1)NCCc1ccccc1	-11	-6	-3	-6	-17	-2	8	2	-5	19	4
COc1ccc(C(=O)NCC(=O)N/N=C/c2cccnc2)cc1	3	2	-11	6	8	5	17	6	13	-13	-2
CCOC(=O)C1=C(c2ccccc2)OC(N)=C(C#N)C1C1CCCCC1 (stereo not drawn)	5	18	-3	12	-8	2	-2	8	-7	-8	-9
O=C(Nc1ccccc1[N+](=O)[O-])c1ccc(S(=O)(=O)N2CCCC2)cc1	14	-18	3	-2	-5	-3	-1	3	9	-12	-6
CCOC(=O)C1(Cc2ccccc2)CCN(Cc2cn(CC(=O)OC)c3ccccc23)CC1	-7	2	-10	-11	2	14	20	-1	19	11	6
Cc1ccc(NC(=O)CCNS(=O)(=O)c2ccc3c(c2)CCC(=O)N3)cc1C	3	-6	-8	-23	4	-4	-12	-5	-3	3	1
Oc1ccc(Nc2nc(-c3ccc4ccccc4c3)cs2)cc1	19	-38	1	9	12	23	-54	-255	-88	-7	-72
COc1ccc(NC(=O)CSc2nc3nc(C)cc(C)n3n2)cc1	-13	8	-15	15	3	8	-1	-5	-2	14	7
CCOC(=O)NC(=O)C(=CNc1ccccc1OC)C(=O)NC(=O)OCC	-2	14	2	4	7	-6	7	4	-13	-1	4
Cc1ccc(C(=O)Nc2ccon2)cc1S(=O)(=O)N1CCCC1	9	-19	-4	8	-2	0	5	-10	1	-1	9
COc1ccc(CCN=C(N)NS(=O)(=O)c2cccs2)cc1	-10	-6	-8	-7	-2	10	11	11	-16	-3	-6
CCCn1c(N)c(N(CCOC)C(=O)c2ccccc2F)c(=O)[nH]c1=O	-7	-13	-6	17	5	-13	-3	-4	4	6	-13
Cc1ccc(CC2CC(=O)N(c3cc(C)on3)C2=O)cc1 (stereo not drawn)	28	5	-9	-13	-5	·	10	-5	31	11	10
CC(C)CNC(=S)NC(=O)c1csc([N+](=O)[O-])c1	7	3	6	4	-5	-5	14	-1	8	-7	6
CSc1nc(N2CCOCC2)c2c(c1C#N)CC(C(C)C)OC2 (stereo not drawn)	5	25	3	-8	2	6	-9	2	6	1	-9
Cc1cc(=O)n(-c2ccc(C(=O)O)cc2)[nH]1	-4	15	2	-5	-1	1	2	4	5	-11	8
O=C(O)c1ccc(C=NN2CCCCCC2)cc1	16	-25	-6	8	-6	14	-79	-2	-119	-33	-67
Cc1c(C(=O)N2CCOCC2)cc(C(C)(C)C)n1-c1ccccc1	0	10	-2	10	-10	6	7	-4	-9	-16	-31
N/C(=N\OC(=O)Cc1ccc(-c2ccccc2)cc1)c1ccncc1	0	-3	-3	10	-7	4	12	3	24	2	4
CCn1nnnc1SCC(=O)Nc1ccc(N(C)C)cc1	-1	-32	2	-28	-11	-8	-18	-4	-51	-38	-25
CCN(CC)S(=O)(=O)c1ccc(N2CC(C(=O)NCCc3c[nH]c4ccccc34)CC2=O)cc1 (stereo not drawn)	-1	11	-6	19	1	-17	7	-5	7	8	-11
c1cncc(-c2nc3ccccn3c2Nc2ccc3c(c2)OCCO3)c1	-1	1	-1	-4	6	17	-7	-1	8	-6	-9
COCCNC(=O)C1CCCN(C(=O)c2csc3ccccc23)CC1 (stereo not drawn)	-4	-5	-22	-6	·	11	1	·	8	15	0

Next part, starting with the last 2 of the part before.
SMILES	TRAIL sens C8	COUP-TFII inh	NOD2 RIPK2 PPI	TROY NFkB inh	TLR9-MyD88 block	Vif imaging	NCOA3 inh	LMP1 NFkB inh	NR5A2 inv ag	NCOA2 inhibitor	SRC1 inh
c1cncc(-c2nc3ccccn3c2Nc2ccc3c(c2)OCCO3)c1	-1	1	-1	-4	6	17	-7	-1	8	-6	-9
COCCNC(=O)C1CCCN(C(=O)c2csc3ccccc23)CC1 (stereo not drawn)	-4	-5	-22	-6	·	11	1	·	8	15	0
c1nc(N2CCCCC2)c2[nH]cnc2n1	-10	-7	2	-9	1	-7	6	0	18	15	16
CCN1CCN(CCCNC(=O)c2ccc(/C=C3/Sc4ccccc4N(Cc4ccccc4F)C3=O)cc2)CC1	33	17	18	60*	10	·	2	0	-7	-27	-14
COC(=O)c1sccc1NC(=O)c1ccc(OC)c([N+](=O)[O-])c1	2	2	-13	3	1	4	-11	-4	4	-21	-22
CCCn1c(N)c(C(=O)CSc2nnc(Cc3cccs3)n2C2CC2)c(=O)n(C)c1=O	-6	8	2	11	-2	-4	-25	5	-8	7	-18
CC(=O)c1ccc(-n2cc(C#N)c(=O)[nH]c2=O)cc1	-7	-9	-7	10	-7	-11	5	-2	28	-20	-3
CCCCCn1nc(C(=O)N(CC)c2c(N)n(CCCC)c(=O)[nH]c2=O)c2ccccc2c1=O	0	6	-11	-19	-3	22	-2	-1	-8	4	6
COc1ccccc1CNC(=O)c1ccccc1NC(=O)C1=C(C)OCCS1	-14	18	1	-9	-2	3	-20	5	-23	6	-2
CCOC(=O)C1CCN(C(=O)Cn2cc(C#N)c3ccccc32)CC1	4	2	-3	-9	-12	·	-12	-9	3	-18	-18
CN=C1S/C(=C\c2ccc(N3CCOCC3)cc2C)C(=O)N1C	-8	-3	3	-11	-20	6	-7	-1	-22	10	-5
COCCN(C(=O)C1=COCCO1)c1c(N)n(Cc2ccccc2)c(=O)[nH]c1=O	11	-1	-10	4	-5	0	-18	7	-31	0	25
COC(=O)CSc1nc(NC(C)C)nc(N(C)C)n1	8	1	2	-33	1	1	-6	4	-23	-9	15
CCC(C)n1c(=S)[nH]c2c(sc3ccc([N+](=O)[O-])cc32)c1=O (stereo not drawn)	6	-6	-17	29	-15	-10	18	-3	3	-7	-14
CCn1c(SCC(=O)c2ccc(OC)cc2)nnc1C1CC1	8	-23	-2	-30	-14	·	-4	0	-32	-43	-49
CCOc1ccc(N2CC(C(=O)NNC(=O)c3ccc(Br)cc3)CC2=O)cc1 (stereo not drawn)	17	-31	-3	-10	5	4	11	4	-7	-6	-2
CCCn1c(SCC(=O)NCc2ccc(OC)cc2)n[nH]c1=O	4	-1	-6	15	-5	16	15	-3	4	-6	-20
COCCn1c(NCc2ccco2)nc2c1c(=O)[nH]c(=O)n2C	-3	0	3	-3	3	0	-6	2	2	8	-94
OCC[C@@H]1C[C@H](O)[C@@H](O)[C@@]2(OCc3ccc4ccccc4c32)O1	13	-6	10	-4	·	-1	16	·	0	0	-9
Cc1cc2c(ccc3[nH]onc32)n1	-1	-9	4	5	14	3	5	-5	3	31	14
COc1ccc(C)cc1N(CC(=O)NC1CCCC1)C(=O)CCC(=O)Nc1nc(C)cs1	9	13	-3	-11	2	-1	10	4	7	11	2
O=c1c2c3c(sc2nc(NCCO)n1Cc1ccco1)CCCCC3	10	-16	-4	-37	-7	-6	-24	-28	-38	-15	-29
CC1(C)OC2OC(C3COC(=O)O3)C(OC(=O)c3ccccc3)C2O1 (stereo not drawn)	0	5	-7	6	2	-4	-5	0	5	-1	0
O=C(NCCS(=O)(=O)N1CCN(c2ccccc2)CC1)C1CC(=O)N(c2ccccc2)C1 (stereo not drawn)	-16	-2	-7	-7	-1	-4	-1	-6	-2	3	-6
c1ccc2c(c1)CCCN2Cc1nnnn1CC1CCCO1 (stereo not drawn)	-1	-20	-1	-8	-4	8	0	-2	-3	-20	1
COc1ccc(OCCCN(C)Cc2ccccc2)cc1	4	-17	9	0	-4	0	2	7	-15	18	-18
CCOc1cccc(-c2c(C(=O)N/N=C/c3ccncc3)nnn2-c2nonc2N)c1	-6	-13	-7	11	0	0	9	-3	19	-1	-2
Remaining list, next part
SMILES	TRAIL sens C8	COUP-TFII inh	NOD2 RIPK2 PPI	TROY NFkB inh	TLR9-MyD88 block	Vif imaging	NCOA3 inh	LMP1 NFkB inh	NR5A2 inv ag	NCOA2 inhibitor	SRC1 inh
Cc1ccc(N(C(=O)CCC(=O)Nc2cc(C)on2)C(C(=O)NC2CCCC2)c2ccncc2)cc1 (stereo not drawn)	3	7	-6	2	1	17	6	-5	0	-27	11
CCN1CNC(=S)N(C(C)c2ccccc2)C1 (stereo not drawn)	0	-4	-6	-13	-7	-5	-11	-1	-1	10	3
Cc1nn(Cc2c(Cl)cccc2Cl)c(C)c1NC(=O)/C=C/c1cnn(C)c1C	-6	-11	0	-9	5	0	-9	-6	-7	3	-14
COc1ccc(C2CC3(CC(C)(C)NC(=S)N3)Oc3cc(O)cc(C)c32)cc1 (stereo not drawn)	1	2	7	-23	0	·	7	-7	18	17	7
COc1ccc(C(C(=O)NC(C)(C)C)N(C(=O)CCC(=O)Nc2cc(C)on2)c2ccccc2F)cc1 (stereo not drawn)	18	10	-3	5	-3	-4	0	5	-24	14	-4
Cc1cc2oc(=O)cc(CN3CCN(Cc4ccccc4)CC3)c2cc1O	-13	5	-6	0	11	-12	-20	-7	6	-5	5
Cc1nn(-c2ccccc2)c2sc(C(=O)OCc3nnc(-c4ccccc4)o3)cc12	0	-16	-9	-25	0	·	-4	-4	-10	-4	-14
Cc1cc(NC(=O)c2ccccc2F)n(C(C)(C)C)n1	1	8	-11	2	·	-5	-4	-10	-9	11	-9
Cc1cccc(-c2nnc(SCC(=O)N3CCCC3)o2)c1	6	-52	3	-40	6	44	-61	-15	-91	-44	-40
COC(=O)[C@@]1(Sc2ccc(C)cc2)CC(=O)N(c2ccccc2)[C@@H]1c1ccccc1	28	3	-9	15	·	·	·	·	23	11	·
CC(=O)Nc1cc(C(=O)N2CCN(C)CC2)ccc1Sc1ccc(C)cc1	2	9	-11	10	0	0	4	-3	6	8	-1
Cc1cc(C)c2cc(C(c3nnnn3C3CCCC3)N3CCOCC3)c(=O)[nH]c2c1 (stereo not drawn)	-4	-11	0	6	-15	-5	2	8	-15	4	6
CCOCCC(=O)Nc1ccc2c(c1)c(=O)n(C)n2C/C=C/c1ccccc1	28	-1	-4	1	·	28	-16	·	17	9	-16
CCOc1ccc(N(C(C)C(=O)N2CCCCCC2)S(C)(=O)=O)cc1 (stereo not drawn)	-19	-13	-4	4	-12	10	7	71*	12	-6	5
O=C(CCCSc1nc2ccccc2[nH]1)NC(c1ccccc1)c1ccccc1	-11	-3	8	9	11	1	15	-2	13	21	-8
O=C(NC1CCSc2ccccc21)c1cccc(S(=O)(=O)N2CCOCC2)c1 (stereo not drawn)	-6	-8	3	-7	2	-5	-15	5	7	-31	11
CC(C)(C)NC(=O)c1cc(NC(=O)c2ccco2)cc(NC(=O)c2ccco2)c1	7	-14	-9	-14	6	-11	-2	-9	2	20	17
Cn1c(=O)c2c(nc(N3CCN(c4ccccn4)CC3)n2Cc2ccc(Cl)cc2Cl)n(C)c1=O	-10	-56	-15	-1	-17	-1	0	3	-4	6	-1
Cc1cc(NS(=O)(=O)c2ccc(NC(=O)CCCOc3ccccc3C)cc2)nc(C)n1	-6	-1	-7	-10	-4	39	-16	-5	-13	-12	-41
Cc1ccc(/C=C/C(=O)Nc2ccc(S(=O)(=O)Nc3onc(C)c3C)cc2)cc1	4	-4	-3	4	0	13	9	-3	-10	-5	-4

Not all compounds are listed; the hit share may differ from the screen's.
